High-throughput results (PubChem BioAssay)
IP6K1 inh = IP6K1 kinase inhibition | Q92551 | IP6K1 kinase, ADP-Glo luminescence, 2 h; active compounds read low | activity change, % (series mostly up to about 58 µM) | 0.81% of 140,000 active | AID 1645851; in the data active means activity change below about -25%
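ADP-Glo luminescence measures ADP made by human IP6K1 during a 2 h RT reaction with ATP/IP6 (mix at 1.3 mM/130 uM); top library doses 57.5 and 19.1 uM final.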
Luciferase inh = Photinus pyralis luciferase inhibition; P08659; purified P. pyralis luciferase, luminescence, biochemical; Potency, µM (doses to about 115 µM), without a hit: at the highest dose activity change, negative = inhibition, most hits filed as inhibitors; 2.5% of 76,000 active; AID 1347043; further: potency means the concentration at half of the fitted maximal effect; nearly all actives have a fitted effect of over 65% in size
Target sequence (P08659 whole entry, looked up): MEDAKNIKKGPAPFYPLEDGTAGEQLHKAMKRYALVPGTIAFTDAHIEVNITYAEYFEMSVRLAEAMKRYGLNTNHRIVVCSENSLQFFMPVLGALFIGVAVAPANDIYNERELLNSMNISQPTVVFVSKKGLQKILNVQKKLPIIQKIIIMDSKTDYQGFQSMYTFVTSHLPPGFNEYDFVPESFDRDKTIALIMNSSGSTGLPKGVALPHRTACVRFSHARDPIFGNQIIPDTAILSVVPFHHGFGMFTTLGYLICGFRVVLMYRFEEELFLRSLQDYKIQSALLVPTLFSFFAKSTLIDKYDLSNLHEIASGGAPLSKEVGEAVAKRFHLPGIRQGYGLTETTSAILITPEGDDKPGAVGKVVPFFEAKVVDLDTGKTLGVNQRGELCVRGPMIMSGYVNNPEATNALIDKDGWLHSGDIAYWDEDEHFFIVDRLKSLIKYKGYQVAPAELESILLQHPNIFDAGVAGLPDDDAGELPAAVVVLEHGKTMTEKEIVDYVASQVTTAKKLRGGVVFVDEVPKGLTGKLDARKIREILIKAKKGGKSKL
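Purified P. pyralis luciferase (10nM final) in 50mM Tris acetate pH 7.5, 10mM Mg acetate, 0.01% Tween-20, 0.05% BSA with 10uM D-luciferin and 10uM ATP. Compounds titrated qHTS. Luminescence imaged on CCD.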
HEK293 tox = HEK 293 cell cytotoxicity. HEK 293 viability, ATP luminescence (CellTiter-Glo), 48-72 h. Potency, µM (titrated, usually from 115 µM), for the others: top-dose activity change, negative = cytotoxicity, most hits filed as inhibitors. 6.6% of 94,000 active. AID 1345083; further: potency means the concentration at half of the fitted maximal effect; nearly all actives have a fitted effect of over 60% in size
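HEK 293 cells at 250 cells/well were exposed to compounds by pintool transfer for 48 or 72 hr at 37 degree Celsius, 5% CO2. Viability was read as ATP-coupled luminescence with CellTiter-Glo after 10 min at room temperature.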
GPT2 inh = GPT2 alanine aminotransferase inhibition; Q8TD30; Recombinant GPT2, coupled pyruvate oxidase/HRP Amplex Red fluorescence; Potency, µM (highest dose often 57.7 µM), for the others: at the top dose activity change, negative = inhibition, actives largely listed as inhibitors; 0.25% of 100,000 active; AID 1671188; further: potency means the concentration at half of the fitted maximal effect; nearly all actives have a fitted effect of over 60% in size; many of its hits are not listed in these tables
Target sequence (Q8TD30 whole entry, looked up): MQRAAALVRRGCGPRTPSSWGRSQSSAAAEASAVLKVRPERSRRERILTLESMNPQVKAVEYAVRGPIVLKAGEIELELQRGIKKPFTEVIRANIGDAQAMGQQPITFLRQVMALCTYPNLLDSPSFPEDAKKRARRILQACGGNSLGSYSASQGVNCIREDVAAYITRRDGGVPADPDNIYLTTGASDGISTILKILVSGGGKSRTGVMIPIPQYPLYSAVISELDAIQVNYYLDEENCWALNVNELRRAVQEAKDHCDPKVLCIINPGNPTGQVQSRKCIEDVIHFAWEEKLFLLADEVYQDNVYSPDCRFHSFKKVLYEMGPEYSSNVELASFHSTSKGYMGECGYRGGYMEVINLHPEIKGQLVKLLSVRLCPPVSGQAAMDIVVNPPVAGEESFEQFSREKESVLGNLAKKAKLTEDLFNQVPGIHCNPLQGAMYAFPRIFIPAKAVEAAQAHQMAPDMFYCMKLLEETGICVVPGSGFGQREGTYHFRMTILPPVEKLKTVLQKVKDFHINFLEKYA
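Fluorescence read-out: pyruvate from GPT2 turnover coupled to pyruvate oxidase, HRP and Amplex Red (0.2mM ThPP, 0.2U/mL PO and HRP, 50uM Amplex final). Substrates 250uM a-KG, 2mM L-alanine; enzyme 10ng/uL; 30 min RT.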
SNCA viab count = counter-screen for SNCA expression inhibitors: cell viability; 0.12% of 150,000 active; Potency, µM (doses to about 57.1 µM), without a hit: top-dose activity change, negative = cytotoxicity, usual class: cytotoxic; HEK-293-SNCA-luc viability, GF-AFC fluorescence, 24 h;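 further: potency means the concentration at half of the fitted maximal effect; 0% = DMSO-treated cells and -100% = medium-only wells without cells; nearly all actives have a fitted effect of over 30% in size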
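HEK-293-SNCA-luc cells (1500/well) plated 24 h, then exposed 24 h to a dilution series; GF-AFC added 30 min at 37C, fluorescence 405/540 nm; normalised to medium-only and DMSO wells, Hill fit.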
3T3 cytotox = kills NIH 3T3 cells. NIH 3T3 viability, CellTiter-Glo ATP luminescence, 48-72 h. Potency, µM (doses to about 96.7 µM), for inactives: at the highest dose activity change, negative = cytotoxicity, hits mostly inhibitors. 4.3% of 94,000 active. AID 1345082; further: potency means the concentration at half of the fitted maximal effect; nearly all actives have a fitted effect of over 55% in size
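ATP-dependent luminescence (CellTiter-Glo) served as the viability signal for NIH 3T3 cells treated with compound for 48 or 72 hr at 37 °C.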
SNCA expr inhib = inhibitors of alpha-synuclein (SNCA) gene expression. AID 1671194. HEK-293 SNCA-luciferase knock-in, luminescence, 24 h. 0.17% of 140,000 active. Potency, µM (highest dose often 57.2 µM), for inactives: at the top dose activity change, negative = inhibition, usual class: inhibitors;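 further: potency means the concentration at half of the fitted maximal effect; plate controls were DMSO cells for no effect and cell-free wells for full effect; nearly all actives have a fitted effect of over 45% in size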
Starred values were filed as active, the others as inactive; i = inactive; ? = inconclusive; . = not tested or not shown; [ ] = another dose, or the depositor's remark. Unless noted, the call rests on the fitted dose curve; in most records, active means well fitted curve in the direction sought with a large enough effect; inconclusive means small, poorly fitted or top-dose-only effect, or another doubt; inactive means no such curve, though single readings can be large; an effect the other way counts as inactive or inconclusive. Unless noted, on the % scale 0 is the no-effect control and ±100 the full control effect. Only part of the results is shown; count on the stated rates, not on these rows.

SMILES	IP6K1 inh	Luciferase inh	HEK293 tox	GPT2 inh	SNCA viab count	3T3 cytotox	SNCA expr inhib
Cc1cc(C(=O)N2CC[C@H](CO)[C@H](O)C2)cc2sc(N)nc12	-8	-8%	-1%	i[11.5 µM]	-2%	-4%	23%
Cc1noc(C)c1S(=O)(=O)N1CCOc2ccc(CN3CCOCC3)cc2C1	21	.	-12%	-28%	6%	-35%	-19%
CC(=O)N1CCN(c2nccc(Nc3ccccc3Cl)n2)CC1	16	.	-19%[172 µM]	-8%[88.5 µM]	-6%[87.6 µM]	-28%[138 µM]	204%[activator][87.6 µM]
COCCn1cc(CN2CCN(Cc3ccccc3F)CC2)ccc1=O	1	-3%	?	-5%	4%	-19%	-1%
O=C(O)c1ccc(S(=O)(=O)N(Cl)Cl)cc1	6	.	.	i	-14%[23.9 µM]	.	15%[25.6 µM]
C#CCOc1ccc(C(=O)N[C@@H]2CN(Cc3ccc(C(=O)O)cc3)CCC[C@H]2O)cc1	3	-18%[172 µM]	-18%[172 µM]	?	-3%[87.6 µM]	?	4%[87.6 µM]
COc1ccccc1C(=O)N1CCCn2nc(C)c(-c3ccccc3Oc3ccccc3)c21	25	-4%[172 µM]	100µM*	i	4%[87.6 µM]	?	-5%[87.6 µM]
COCCNC(=O)[C@H]1C[C@H](Oc2ccccc2)CN1C(=O)c1ccccc1OC	14	5%	i	i	1%	-9%	-25%
Cc1ccc(CNC(=O)N2C[C@@H](F)C[C@H]2C(=O)N2CCc3ccccc3C2)cc1	7	7%	?	i	-11%	4%	3%
CNc1c(-c2noc(C)c2C(=O)NCCCOC)cnn1C	-1	-4%[172 µM]	-6%[172 µM]	i	-1%[87.6 µM]	?	?
C[S+](=O)([O-])N1Cc2ccccc2OC2(CCN(C(=O)c3ccc4[nH]ccc4c3)CC2)C1	1	.	-3%	-8%	6%	-15%	?
COCCn1c(C)nnc1-c1cc(-c2cccc(OC(F)(F)F)c2)ccn1	-8	11%[172 µM]	?	-4%[88.5 µM]	0%[87.6 µM]	?	2%[87.6 µM]
CCOC(=O)c1c(NC(=O)c2cc3nc(-c4ccc(Br)cc4)cc(C(F)(F)F)n3n2)sc(C(C)=O)c1C	23	.	.	.	6%	.	10%
O=C1CC(c2ccccc2C(F)(F)F)c2c(c3ccccc3[nH]c2=O)O1 (stereo not given)	14	.	.	.	8%	.	13%
CC[C@H](CO)Nc1nc(NCc2ccccc2)c2ncn(C(C)C)c2n1	.	.	.	i	-17%	.	?
CC(=O)c1ccc(NC(=O)CSc2nnc3c(n2)[nH]c2ccccc23)cc1	5	.	.	.	-2%	.	40%[activator]
COC(=O)c1cc(NC(=O)c2oc(=O)c3ccccc3c2-c2ccccc2)cc(C(=O)OC)c1	17	.	.	.	15%	.	8%
O=C(NC1=N[C@@]23CO[C@H](c4ccccc4)C[C@@H]2CC(=O)[C@H]3S1)C1CC1	3	.	?	.	.	-20%	.
COc1ccc(C(C)NC(=O)c2ccc(Cn3ccn4nc5c(c4c3=O)CCCC5)cc2)cc1OC (stereo not given)	31	-3%	?	-1%	?	?	?
CCOc1cccc2c1OC[C@@H]1CN(CCC#N)C(=O)CCN(C(=O)COc3ccccc3)[C@H]21	2	.	-24%	.	.	?	.
Cc1nc(C)c(C(=O)N2CCCC2c2nc(CCOCC3CCCC3)no2)s1 (stereo not given)	2	0%	?	4%	-13%	-23%	-15%
CCC1(N2CCN(C(=O)c3ccc(Cl)cc3OC)CC2)CCN(C(=O)NC)C1 (stereo not given)	7	?	-16%	i	?	-25%	102%[activator]
CC(C)CCN1CCOc2cc(C(=O)Nc3cccnc3)ccc2C1	-3	-13%[172 µM]	112µM*	4%[88.5 µM]	-2%[87.6 µM]	-13%[138 µM]	26%[87.6 µM]
COC[C@H]1NC(=O)CC[C@H]1C(=O)Nc1cc(C)ccc1OC	0	-4%	-1%	i	3%	-9%	5%

Structures listed so far that have an NH in an aromatic ring:
SMILES	IP6K1 inh	Luciferase inh	HEK293 tox	GPT2 inh	SNCA viab count	3T3 cytotox	SNCA expr inhib
C[S+](=O)([O-])N1Cc2ccccc2OC2(CCN(C(=O)c3ccc4[nH]ccc4c3)CC2)C1	1	.	-3%	-8%	6%	-15%	?
O=C1CC(c2ccccc2C(F)(F)F)c2c(c3ccccc3[nH]c2=O)O1 (stereo not given)	14	.	.	.	8%	.	13%
CC(=O)c1ccc(NC(=O)CSc2nnc3c(n2)[nH]c2ccccc23)cc1	5	.	.	.	-2%	.	40%[activator]

(next part)
SMILES	IP6K1 inh	Luciferase inh	HEK293 tox	GPT2 inh	SNCA viab count	3T3 cytotox	SNCA expr inhib
CCCCN(C)CCNC(=O)c1nn(-c2ccc(OC)c(Cl)c2)c(=O)c2c1c1ccccc1n2C	-11	.	.	.	-3%	.	-30%
CC(C)N[C@@H]1CC[C@@H]1NC(=O)c1ccccc1OC(F)(F)C(F)F	10	-6%	-12%	-37%	4%	-1%	5%
CCN1CCN(CCN2CC3(CCN(C(=O)c4ccsc4)CC3)OC2=O)CC1	-1	3%	-23%	-13%	11%	-14%	12%
COCCN(CCNC(=O)C1Cn2cccc2C(=O)N1)Cc1ccco1 (stereo not given)	-2	-5%	-2%	i	13%	i	3%
CCOC(=O)c1c(C)[nH]c(C)c1S(=O)(=O)N(C)CC(=O)Nc1cc(Cl)ccc1C	-7	.	.	.	-18%	.	-14%
Cc1cc(Cl)ccc1NC(=O)C1CCCN(c2nnc(C)c3c(C)n(-c4ccccc4)nc23)C1 (stereo not given)	11	.	.	.	3%	.	-12%
O=C(CSc1nc2ccccc2nc1Cc1ccc(Cl)cc1)N1CCN(c2ccccc2F)CC1	22	.	.	.	3%	.	5%
CN(C)C(=O)CCC1CCN(S(=O)(=O)c2cccc(F)c2)CC1	5	0%	-5%	i	-5%	?	-4%
CCOC(=O)c1ccccc1NC(=O)CN(c1ccccc1OC)S(=O)(=O)c1ccc(C)cc1	15	.	.	.	8%	.	6%
Cc1ccc(S(=O)(=O)N2CCC(Oc3ccc(-n4cnnn4)cc3)CC2)cc1	-10	.	.	.	7%	.	40%[activator]
Cc1ccc(NC(=O)CCCn2nc(C)c3sc4ccccc4c3c2=O)c(Cl)c1	-10	.	.	.	-11%	.	-19%
CCN1C(=O)C(CC(=O)NCc2ccccc2)Sc2ncccc21 (stereo not given)	1	2%	-2%	-4%	8%	i	-7%
CC(C)CN1C(=O)COC[C@@H]1[C@H](O)c1ccc(NC(=O)C2CCCCC2)cc1	1	-11%[172 µM]	?	-3%[88.5 µM]	8%[87.6 µM]	-18%[138 µM]	-22%[87.6 µM]
Cn1nccc1C(=O)N1CCC2(CCCCO2)CC1	17	?	-14%	-7%	-9%	1%	29%
CCNc1ccnc(N2C[C@H]3CN(C(=O)N(C)C)C[C@@]3(C(=O)O)C2)n1	5	2%	-13%	5%	1%	1%	-1%
Cc1ccc(-c2cc(N3CCCN(C(=O)Cc4ccsc4)CC3)n[nH]2)cc1C	-18	?	?	?	-3%	?	-18%
COc1ccc(C(=O)N[C@H]2C[C@H]3C(=O)NC[C@@H](CCC(=O)N4CCc5ccccc54)N3C2)cc1	6	-2%	2%	-28%	-3%	1%	-22%
CCOC(=O)c1ccc(NC(=O)Cn2cc(C(=O)C3CC3)c3ccccc32)cc1	-2	.	.	.	-6%	.	?
Cc1nc(-c2c3n(c(=O)n(CC(=O)NCc4ccccc4Cl)c2=O)CCCC3)no1	32	0%	-4%	-9%	11%	3%	-6%
CC(C)C(=O)Nc1ccc([C@H]2OCC(=O)N(Cc3ccccc3)[C@@H]2CO)cc1	7	-2%[172 µM]	?	0%[88.5 µM]	3%[87.6 µM]	-26%[174 µM]	?
O=C(c1cccc(OC2CN(CC3CC=CCC3)C2)c1)N1CCOCC1 (stereo not given)	10	-6%	-23%	3%	11%	-6%	18%
COc1ccc(C2(C(=O)N(C)Cc3ccc(F)cc3)CCOCC2)cc1	-12	.	?	i	8%	?	90%[activator]
CSc1ccc(C2c3[nH]c4ccccc4c3CCN2C(=O)CCC2CCCC2)cc1 (stereo not given)	13	.	.	.	1%	.	17%
C[C@@H](c1ccccc1)N1C(=O)[C@@H]2CN(C(=O)CC3(CC(=O)O)CCCC3)CCN2C1=O	5	1%[172 µM]	-9%[172 µM]	-11%[88.5 µM]	-3%[87.6 µM]	?	12%[87.6 µM]
Cc1ccc(C)c(S(=O)(=O)c2nnn3c2nc(NC2CCCCC2)c2sccc23)c1	-11	.	.	.	?	.	?
Cc1ccc(-n2nc(CO)c(C(=O)NCC(c3ccccc3)c3ccccc3)n2)cc1	26	.	.	.	-3%	.	-4%
N[C@H]1CN(C(=O)c2sccc2Cl)C[C@@H]1C1CC1	8	2%	i	i[11.5 µM]	-1%	3%	-4%
O=C(c1ccccc1F)N1CCCC(Cc2nncn2CC2CC2)C1 (stereo not given)	3	.	4%	i	2%	-10%	27%
CN(c1ccccc1)c1cc(=O)c2ccnc(N3CCOCC3)c2o1	-21	1%[172 µM]	?	i	-6%[87.6 µM]	28µM*	20%[87.6 µM]
COc1ccccc1N1CCN(C(=O)c2cc(-c3ccccc3O)on2)CC1	10	.	.	.	7%	.	22%
CNC(=O)c1ccc(CNC(=O)Cn2nc(C)n(Cc3ccccc3)c2=O)o1	7	-2%	-2%	1%[11.5 µM]	6%	-4%	-4%
COCCOc1cc(=O)n2c(c1C(=O)NCc1ccc(C)cc1)CCOCC2	-2	-5%	-3%	i	7%	1%	27%
O=C(Nc1sc2c(c1C(=O)NCC1CCCO1)CCC2)c1cc(=O)c2cc(Cl)ccc2o1 (stereo not given)	-14	.	.	.	-5%	.	25%
CCn1cc(S(=O)(=O)N2CCCN(Cc3ccncc3)C(c3ccccc3)CC(=O)NCC2)cn1 (stereo not given)	7	-9%	-3%	?	2%	-17%	-31%
Nc1ncnc2c1c(-c1cnc3[nH]ccc3c1)nn2C1CCCC1	-18	.	.	-2%	?	.	-10%
COc1cccc(-c2cccc(C(=O)N3CCN(C(=O)c4ccccc4C)CC3)c2)c1	9	.	?	-5%	-11%[12.5 µM]	?	-6%
Cc1ccc(-n2ncc3c(N4CCN(C)CC4)ncnc32)cc1Cl	-5	.	.	.	-4%	.	133%[activator]
O=C1CCC2(CCN(C(=O)C3CCOCC3)CC2)CN1CCc1ccncc1	-6	-5%	-8%	-14%	8%	i	6%
O=C(Cn1c(=O)nc(-c2ccccc2)c2ccccc21)NCCc1ccc(Cl)cc1	10	.	.	.	4%	.	?
CC(=O)Nc1ccc(C2(C(=O)NCc3cccc(Cl)c3)CCC2)cc1	7	11%	-15%	i	2%	-6%	4%
CCOC(=O)c1cccc(NC(=O)c2ccc3snnc3c2)c1	33	.	.	.	-15%	.	89%[activator]
COc1ccc(C(=O)N2CCCCCNC(=O)[C@@H]3CCC[C@@H]32)cc1	-5	-6%	i	-13%	2%	-11%	17%
COc1ccccc1N1CCN(C(=O)Cn2ccn3nc4c(c3c2=O)CCCCC4)CC1	0	-9%	?	?	11%	-2%	21%
